# Screening data as filed in PubChem BioAssay.
# SUMO1-SIM PPI: modulators of SUMO1 protein-protein interactions, primary screen, biochemical, uHTS. inhibition, % at 20 µM. AID 602429, 2012. Small ubiquitin-related modifier 1 (Homo sapiens), P63165. 360,000 tested, 0.33% active. SUMO1 binding to a labelled peptide, TR-FRET, 1 h; in the data active = inhibition above about 37%
# Target sequence (P63165 whole entry, looked up): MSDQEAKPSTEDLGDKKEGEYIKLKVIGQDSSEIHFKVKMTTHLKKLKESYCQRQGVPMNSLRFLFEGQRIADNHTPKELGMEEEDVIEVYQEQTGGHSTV
# CSN inh: inhibitors of CSN-mediated cullin deneddylation, primary screen, biochemical, fluorescence polarization, uHTS; Purified CSN, SCF-Nedd8-OG deneddylation; 360,000 tested, 0.38% active; COP9 signalosome complex subunit 5 (Homo sapiens), Q92905; inhibition, % at 12.5 µM;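 active = pattern-corrected inhibition above about 35%, with an unprinted fluorescence ratio check between 0.5 and 1.5, limit read from the data, passing the limit was not always enough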;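 note: 0% = enzyme with substrate and 100% = substrate without enzyme; some results filed as inactive read as strong as hits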
# Target sequence (Q92905 whole entry, looked up, one chain of several): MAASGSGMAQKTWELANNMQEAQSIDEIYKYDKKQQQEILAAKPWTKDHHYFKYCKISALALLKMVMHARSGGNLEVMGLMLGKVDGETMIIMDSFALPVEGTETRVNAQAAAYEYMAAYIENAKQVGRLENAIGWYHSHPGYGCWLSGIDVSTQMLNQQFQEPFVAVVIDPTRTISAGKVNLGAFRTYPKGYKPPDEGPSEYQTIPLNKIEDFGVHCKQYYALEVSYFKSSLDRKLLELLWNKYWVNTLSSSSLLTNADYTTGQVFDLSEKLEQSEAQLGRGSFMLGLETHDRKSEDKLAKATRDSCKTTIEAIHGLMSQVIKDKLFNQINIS
#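 Material: human Csn5 produced in HEK293T cells; Input: enzyme 0.24 nM; Reagent: SCFSkp2-Nedd8OG substrate at 10 nM final; Dosing: 12.5 µM compound; Incubation: 90 min reaction at room temperature; Detection: fluorescence polarization of the substrate; Evaluation: % inhibition of substrate cleavage by Csn5; Control set: substrate-only high control, full reaction low control.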
# Tb MetRS inh: T. brucei MetRS inhibitors, primary screen, biochemical, luminescence. purified T. brucei MetRS, ATP depletion, Kinase-Glo luminescence. inhibition, % at 11.9 µM. 360,000 tested, 0.4% active;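 active = inhibition above a per-plate cutoff of the control wells' mean inhibition plus 3 SD, cut at about 5.5% in these data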;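 note: 0% = DMSO wells median and 100% = median of wells with control inhibitor compound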
#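 Dosing: 11.9 µM compound single dose, 0.9% DMSO; Assay system: purified T. brucei MetRS enzyme; Measured by: Kinase-Glo luciferase luminescence reporting remaining unconsumed ATP; Schedule: 15 min plus 2 h at 25 °C.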
# NadD inh: inhibitors of S. aureus NadD, primary screen, biochemical, colorimetric, uHTS | purified NadD enzyme, colorimetric absorbance read-out | inhibition, % at 20 µM | 360,000 tested, 0.78% active; in the data active = inhibition above about 26%; note: some compounds past the cut are filed as inactive
# LMPTP inh: LMPTP phosphatase inhibitors, primary screen, biochemical, fluorescence intensity, uHTS. 360,000 tested, 0.22% active. AID 651560, 2012. inhibition, % at 20 µM. recombinant LMPTP-A, OMFP fluorogenic substrate. Low molecular weight phosphotyrosine protein phosphatase (Homo sapiens), P24666;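 active = compounds that cut the enzyme signal by at least half of the control window in the single-dose screen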;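 note: plate controls were DMSO wells with enzyme plus substrate for no effect and substrate without enzyme for full effect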
# Target sequence (P24666 whole entry, looked up): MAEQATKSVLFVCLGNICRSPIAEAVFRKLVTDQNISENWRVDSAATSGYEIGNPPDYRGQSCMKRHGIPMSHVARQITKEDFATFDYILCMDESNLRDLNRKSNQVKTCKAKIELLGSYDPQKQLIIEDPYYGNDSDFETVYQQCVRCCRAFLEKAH
#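 Test system: LMPTP-A phosphatase enzyme; input: 0.625 nM LMPTP-A final; reagent: OMFP substrate, 400 µM final; compound dosing: 20 µM single dose, 3% DMSO; incubation: 50 min dark incubation at room temperature; measured by: endpoint fluorescence intensity from OMFP dephosphorylation; measure: % inhibition relative to no-enzyme and uninhibited control wells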
# MsrA inh: bovine MsrA enzyme inhibitors, primary screen, biochemical, absorbance, HTS. purified bovine MsrA, absorbance read-out. inhibition, % at 15.5 µM. AID 651718, 2012. 360,000 tested, 0.75% active. Methionine sulfoxide reductase A (Bos taurus); in the data active = inhibition above about 4.5%;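 note: 0% = vehicle wells with enzyme and 100% = reference inhibitor wells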
# Rpn11 inh: Rpn11 (PSMD14) deubiquitinase inhibitors, primary screen, biochemical, fluorescence polarization, uHTS | human 26S proteasome, Ub4-pepOG fluorescence polarization; 20S core pre-blocked with epoxomicin | calls only at 20 µM | 360,000 tested, 0.59% active | AID 588493, 2011;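 active = inhibition at 20 µM, scaled to each plate's controls, above about 33%, limit read from the data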
# Target sequence (O00487 whole entry, looked up): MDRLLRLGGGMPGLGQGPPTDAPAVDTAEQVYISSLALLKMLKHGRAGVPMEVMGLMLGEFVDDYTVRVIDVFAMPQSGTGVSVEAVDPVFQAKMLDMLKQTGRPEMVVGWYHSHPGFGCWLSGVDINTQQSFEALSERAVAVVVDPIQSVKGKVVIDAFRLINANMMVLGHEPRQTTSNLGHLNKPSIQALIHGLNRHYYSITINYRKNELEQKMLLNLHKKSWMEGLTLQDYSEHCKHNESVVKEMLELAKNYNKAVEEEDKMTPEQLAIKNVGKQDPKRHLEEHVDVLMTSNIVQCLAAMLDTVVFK
# DNMT1 block: human DNMT1 methyltransferase inhibitors, primary screen, biochemical, molecular beacon, fluorescence, HinP1I cleavage, uHTS; DNA (cytosine-5)-methyltransferase 1 (Homo sapiens), P26358; inhibition (reported as % activation of signal), % at 10 µM; 360,000 tested, 0.83% active; AID 588458, 2011; in the data active = inhibition above about 50%
# Scp1 inh: Scp-1 phosphatase inhibitors, primary screen, biochemical, colorimetric, uHTS. 340,000 tested, 0.88% active. Carboxy-terminal domain RNA polymerase II polypeptide A small phosphatase 1 (Homo …. Recombinant Scp1, phosphopeptide, malachite green phosphate absorbance. AID 493091, 2011. inhibition, % at 20 µM;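 active = inhibition above about 50% at 20 µM, limit read from the data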;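 note: plate controls were DMSO wells with enzyme for no effect and wells lacking enzyme for full effect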
#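 assay system = SCP-1 phosphatase catalytic domain, residues 76-261 | buffer or medium = 50 mM Tris acetate pH 5.5, 0.005% Tween-20, 10 mM MgCl2 | incubation = enzyme reaction 45 min at room temperature, colour 5 min, stabilisation 30 min | signal = Phosphate-binding colour reagent, absorbance read at 630 nm | measure = % inhibition at 20 µM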
# STEP inh: STEP phosphatase inhibitors, primary screen, biochemical, fluorescence intensity, uHTS; recombinant STEP, OMFP fluorogenic substrate; 360,000 tested, 0.25% active; inhibition, % at 20 µM;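 active = inhibition at 20 µM, scaled per plate between control wells, above about 37%, limit read from the data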;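 note: 0% = DMSO with enzyme and substrate and 100% = substrate only without enzyme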
#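 Assay system: isolated STEP enzyme. Buffer or medium: pH 6.0 Bis-Tris with DTT and Tween 20. Also added: fluorogenic phosphatase substrate OMFP at 25 µM final. Dosing: 20 µM, 1% DMSO. Timing: 20 min reaction, room temperature, in the dark. Measured by: fluorescence intensity, excitation 480 nm, emission 540 nm. Evaluation: normalized % inhibition.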
# Starred values were filed as active, the others as inactive; i = inactive; . = no result given.
SMILES,SUMO1-SIM PPI,CSN inh,Tb MetRS inh,NadD inh,LMPTP inh,MsrA inh,Rpn11 inh,DNMT1 block,Scp1 inh,STEP inh
COc1ccc(NC(=O)Nc2cccc3[nH]c([C@@H]4O[C@H](CO)[C@@H](O)[C@H](O)[C@H]4O)nc23)cc1OC1CCCC1,-4,-1,0.1,2,2.8,0.1,i,-2,.,0
Cc1cccc(NC(=O)CSc2nc(=O)n(CCCN3CCOCC3)c3c2CCCC3)c1C,5,-5,0.4,1,-0.5,0.3,i,0,.,-2
COc1cccc(Cn2c(Oc3ccccc3)nc3c2c(=O)n(C)c(=O)n3C)c1,-2,3,-0.1,9,0.6,-1.4,i,-2,-7,0
CCc1ccc(NC(=O)C(=O)NCCN2CCN(C(=O)c3ccc(OC)cc3)CC2)cc1,-1,-3,-0.2,-5,-0.3,-0.5,i,5,.,-2
c1cc(CNCCN2CCNCC2)ccn1,-10,-2,-0.1,3,-6.1,-1.2,i,0,-1,1
O=C(NNS(=O)(=O)c1ccc([N+](=O)[O-])cc1)C(=O)Nc1cccc(C(=O)O)c1,-19,3,-0.3,-2,-1.9,1.4,i,3,28,-1
COC(=O)COc1ccc(S(=O)(=O)NCc2ccc3c(c2)OCO3)cc1C,1,-2,-0.4,-2,-0.7,-1.0,i,-3,-4,-1
COc1ccc(NC(=O)COC(=O)Cn2c(C)nc3ccccc32)cc1OC,-3,2,-1.5,-3,1.3,-0.1,i,3,18,-4
O=C(NC(=S)N1CCN(c2ccc(C(F)(F)F)cc2[N+](=O)[O-])CC1)c1cccs1,-14,0,0.8,4,3.4,0.1,i,12,-8,-7
CNc1nc(-c2ccc(S(=O)(=O)N3CCCCC3)cc2)cs1,-22,-4,-0.4,-6,-0.2,-0.8,i,-9,-2,-1
COc1ccccc1CNC(=O)COC(=O)c1cnc(C)cn1,-2,5,-0.2,-4,-0.4,2.4,i,-2,.,-1
CCN(CC)S(=O)(=O)c1ccc(Cl)c(NC(C)=O)c1,2,4,0.4,1,-0.4,1.6,i,-3,-2,3
CCn1c(SCc2cccc(F)c2)nnc1-c1ccncc1,3,-4,2.9,-2,-1.7,-0.5,i,1,-13,2
O=C(CCC(=O)N1CCCCC1)Nc1nnc(C2CCCCC2)s1,0,-4,-0.6,-2,-0.8,0.1,i,-3,-4,-1
CCOC(=O)C1(Cc2ccccc2C)CCCN(C(=O)c2cc(CC)nn2C)C1 (centres undefined),-3,-5,-0.4,-5,0.7,-1.1,i,-1,0,0
COC(=O)C1C(=O)/C(=C/N(C)C)C(=O)CC1(C)C (centres undefined),1,-16,-0.7,0,-1.2,-0.1,i,4,-1,-1
CCOC(=O)C1(CCOC)CCN(Cc2ccncc2)CC1,-2,-6,-0.3,0,-1.3,-2.2,i,34,-4,0
S=C(NC1CCCCC1)N1CCN(c2ncccn2)CC1,-4,4,-0.6,1,-2.8,-0.4,i,3,2,-2
O=C(N/C(=C\c1ccc(Cl)cc1)C(=O)N1CCCCC1)c1ccco1,5,0,-0.1,0,0.0,2.1,i,-1,-12,-2
NS(=O)(=O)c1ccc(CNC(=O)/C=C/c2ccccc2)cc1,-10,0,-0.6,1,-2.0,1.7,i,3,-7,-2
COC(CNC(=O)[C@H](CSCc1ccccc1)N1Cc2ccccc2C1=O)OC,2,-1,-0.6,2,-1.1,0.3,i,-1,-5,1
O=C(CCN1C(=O)/C(=C\c2ccccc2F)SC1=S)Nc1ccc(C(=O)O)c(O)c1,6,7,-0.1,16,2.0,2.8,i,-1,.,1
C=CCn1cnc2c(c1=O)c1nc3ccccc3nc1n2/N=C/c1ccccn1,25,-3,-0.3,-6,0.4,2.8,i,1,-4,0
COc1ccc2oc(-c3ccc(C)c(NC(=O)c4ccc(N5CCOCC5)c([N+](=O)[O-])c4)c3)nc2c1,1,4,-0.1,-5,1.2,-1.4,i,16,-3,3
CC[C@@]1(C(=O)OC)N[C@H](CN(C)C(=O)Nc2ccccc2)[C@@H]2C(=O)N(C)C(=O)[C@@H]21,1,5,-0.7,-3,-2.5,-0.8,i,2,-11,0
# More compounds
SMILES,SUMO1-SIM PPI,CSN inh,Tb MetRS inh,NadD inh,LMPTP inh,MsrA inh,Rpn11 inh,DNMT1 block,Scp1 inh,STEP inh
CCc1ccc2nc(NC(=O)c3cc(C)on3)sc2c1,2,-2,-1.3,-5,1.6,1.8,i,-1,-8,-4
CCOC(=O)N1CCN(C(=O)c2ccc(CS(=O)c3ccccc3)o2)CC1 (centres undefined),0,0,0.3,1,-0.9,0.6,i,2,-1,-1
Cc1ccccc1NC(=S)NC(NC(=O)C(C)(C)C)C(Cl)(Cl)Cl (centres undefined),-5,1,-0.4,4,0.1,-0.7,i,1,-13,1
CCCOc1ccc(Cn2c(=O)oc3ccc(C)cc32)cc1,5,2,-0.2,-5,3.4,1.0,i,2,-9,2
O=C(Nc1ccc(OCC(=O)N2CCN(S(=O)(=O)c3ccccc3)CC2)cc1)c1ccco1,0,-1,0.0,-2,1.2,1.4,i,0,-2,-9
COCCCn1c(C)nnc1SCC(=O)Nc1ccc(C(C)=O)cc1,2,1,-1.0,-1,-0.2,0.8,i,-1,-4,1
COc1ccc(C(=O)NCCS(=O)(=O)N2CCCC2)cc1,2,-4,-0.4,-5,-1.1,-0.6,i,1,-8,0
N#Cc1ccccc1OCC(=O)Nc1ccc2c(c1)OCO2,-5,-2,-0.2,2,1.2,-0.7,i,-6,.,0
Cc1ccc(-c2nnc(SCC(=O)NC3CCCc4ccccc43)n2N)cc1 (centres undefined),6,-5,-0.7,1,0.4,-0.1,i,0,0,0
O=C(Nc1ccc(N2CCOCC2)cc1)c1ccc2ncsc2c1,8,3,-0.5,-2,1.5,2.3,i,-6,5,-3
CCOC(=O)/C=C/c1ccc2c(c1)S(=O)(=O)N(Cc1ccc(OC)cc1)[C@H]2CC(=O)OCC,-17,4,-0.2,-6,0.8,0.7,i,1,-9,-2
Cc1ccc(C(=O)C(C)OC(=O)Cn2[nH]c(=O)c3ccccc3c2=O)cc1C (centres undefined),2,7,-0.1,-1,0.2,-0.2,i,2,-2,-2
COC(=O)c1ccc(COc2cc([N+](=O)[O-])cc3cccnc23)o1,-18,-2,-0.8,-1,3.1,0.3,i,-3,-1,1
CN(C)CCCn1c(SCC(=O)Nc2nc(-c3cccc(Br)c3)cs2)nc2ccccc2c1=O,-113,8,-0.3,15,-2.3,-0.6,i,24,-6,10
O=C(NC1CC2CCC1C2)C1COc2ccccc2O1 (centres undefined),-4,-3,0.2,-6,-3.0,-0.8,i,2,-7,-2
O=C1N(Cc2cccnc2)C[C@@H]2C[C@@H](c3ccc(-c4ccccc4)cc3)N3CCC[C@@]123,-5,10,0.9,7,2.3,1.0,i,-12,-3,-2
O=C(COC(=O)Cn1ccc(=O)[nH]c1=O)Nc1ccc(F)cc1,-2,-1,-0.3,3,-0.7,0.0,i,0,-3,-1
Cc1ccc2c(c1)N(CC(=O)NCc1ccco1)C(=O)CO2,2,-2,-1.2,-5,-0.8,-0.7,i,2,-4,-4
O=C(c1ccco1)N1CCN(C(=O)c2[nH]c(C(F)(F)F)nc2-c2ccccc2)CC1,14,4,-0.1,2,-1.7,-0.8,i,6,.,-1
O=C(COC(=O)C1CCN(c2ccc(C(F)(F)F)cn2)CC1)Nc1cc(F)ccc1F,-1,0,-0.1,5,2.8,0.8,i,0,-4,-1
O=C(O)c1ccccc1N1C(=O)c2cccc3cccc(c23)C1=O,-27,-2,-0.7,-2,-0.2,2.9,i,-5,-14,-2
COC(=O)c1cc(OC)c(OC)cc1NC(=O)Nc1ccc(OC)cc1OC,4,1,-0.9,-2,1.7,0.6,i,1,-1,0
CCCn1c(CN2CCN(C(=O)c3ccco3)CC2)nc2c1c(=O)n(C)c(=O)n2C,7,1,-0.7,5,-0.5,1.2,i,6,-5,-2
CCc1cccc(C)c1NC(=O)CSc1nc(-c2ccccc2F)nc2nc[nH]c12,4,-5,0.0,0,-0.4,0.2,i,16,-4,3
C=CCOC(=O)C1=C(C)NC(SCC(=O)OCC)=C(C#N)C1c1ccc(O)c(OC)c1 (centres undefined),7,11,0.9,29,2.4,.,i,9,-7,3
# Other compounds follow:
SMILES,SUMO1-SIM PPI,CSN inh,Tb MetRS inh,NadD inh,LMPTP inh,MsrA inh,Rpn11 inh,DNMT1 block,Scp1 inh,STEP inh
O=C(Nc1cccc2nsnc12)c1ccc2c(c1)OCCO2,-20,0,0.4,-9,-0.4,0.2,i,-11,70*,2
O=C(CN1C(=O)c2ccccc2S1(=O)=O)c1ccc(Cl)cc1Cl,2,-1,-0.6,-6,-1.5,1.2,i,1,-9,0
CCOC(=O)/C=C/C(=O)OCC(=O)Nc1cccc(Br)c1,4,2,-1.2,-3,-1.5,-0.8,i,4,-1,1
COc1ccc(C(O)P(=O)(O)CCc2ccccc2)cc1 (centres undefined),6,0,-0.1,0,2.0,0.1,i,6,-2,1
CC(C)(C)[C@H]1COC(=O)CC/C=C\C[C@@H](CC(=O)N(CCO)Cc2ccccc2)C(=O)N1,2,4,0.5,-4,0.2,-0.3,i,3,-14,1
C1CCN2C[C@@H]3C[C@@H](CN4CCCC[C@@H]34)[C@H]2C1,10,-4,-0.5,1,-0.4,-0.5,i,-3,-14,-2

# 3 compounds already listed, ordered by molar mass, highest first:
SMILES,SUMO1-SIM PPI,CSN inh,Tb MetRS inh,NadD inh,LMPTP inh,MsrA inh,Rpn11 inh,DNMT1 block,Scp1 inh,STEP inh
O=C(CN1C(=O)c2ccccc2S1(=O)=O)c1ccc(Cl)cc1Cl,2,-1,-0.6,-6,-1.5,1.2,i,1,-9,0
CCOC(=O)/C=C/C(=O)OCC(=O)Nc1cccc(Br)c1,4,2,-1.2,-3,-1.5,-0.8,i,4,-1,1
COc1ccc(C(O)P(=O)(O)CCc2ccccc2)cc1 (centres undefined),6,0,-0.1,0,2.0,0.1,i,6,-2,1
